MPTP block: blocks calcium-induced mitochondrial swelling | hit rate 1.4% among 360,000 | AID 602449 | inhibition, % at 10 µM | isolated mouse mitochondria, Ca2+ swelling absorbance, 30 min;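 active = inhibition of 50% or more, scaled per plate between neutral and stimulator controls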;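 note: 0% = DMSO wells given calcium and 100% = 1 mM EGTA wells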
APOBEC3G inh: blocks human APOBEC3G single-stranded DNA deamination; Q9HC16; recombinant A3G, ssDNA deamination FAM/TAMRA fluorescence; inhibition, % at 20 µM; hit rate 0.28% among 330,000;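 active = inhibition of at least 40% at 20 µM, with no more than 30% in the related APOBEC3A deaminase screen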;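 note: plate controls were DMSO wells with A3G for no effect and wells lacking A3G enzyme for full effect; some compounds called inactive have numbers as strong as hits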
APOBEC3A inh: inhibitors of human APOBEC3A DNA deaminase. hit rate 0.41% among 330,000. inhibition, % at 20 µM. recombinant A3A, FAM/TAMRA ssDNA deamination fluorescence;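 active = at least 40% inhibition at 20 µM here, with at most 30% in a related deaminase screen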;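 note: plate controls were A3A with DMSO for no effect and wells lacking A3A enzyme for full effect; some results filed as inactive read as strong as hits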
CXCR6 inh: blocks human CXCR6 beta-arrestin recruitment; O00574; CHO-K1 PathHunter CXCR6 beta-arrestin, luminescence; inhibition, % at 20 µM; hit rate 0.36% among 360,000; in the data active = inhibition above about 34%, passing the limit was not always enough;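 note: antagonist mode with CXCL16 agonist at 10 nM final; 0% = 10 nM CXCL16 with DMSO and 100% = unstimulated wells without agonist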
Target sequence (O00574 whole entry, looked up): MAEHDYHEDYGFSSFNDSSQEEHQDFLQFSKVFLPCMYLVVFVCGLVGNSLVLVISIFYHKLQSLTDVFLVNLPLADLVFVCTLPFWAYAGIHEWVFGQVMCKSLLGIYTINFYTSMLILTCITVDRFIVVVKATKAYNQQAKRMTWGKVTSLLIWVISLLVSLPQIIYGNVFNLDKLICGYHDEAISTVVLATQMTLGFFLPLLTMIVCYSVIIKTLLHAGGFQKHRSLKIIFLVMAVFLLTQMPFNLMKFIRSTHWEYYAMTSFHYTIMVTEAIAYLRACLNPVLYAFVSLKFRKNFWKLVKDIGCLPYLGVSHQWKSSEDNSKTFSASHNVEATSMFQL
Gli-Sufu block: blocks Gli-Sufu signaling in a luciferase reporter; AID 588413; Sufu-KO-LIGHT fibroblasts, Gli luciferase reporter luminescence; inhibition, % at 5 µM; hit rate 0.74% among 340,000;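 active = inhibition above about 55%, limit read from the data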;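 note: 0% = DMSO-treated cells and 100% = wells with medium but no cells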
NR3A LBD binder: modulates the human NR3A ligand-binding domain. NR3A LBD differential scanning fluorimetry, Tm shift; 0% = protein alone, 100% = glycine-bound protein. Tm shift relative to glycine control, % at 25 µM. hit rate 2.5% among 340,000;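 active = melting temperature shift of at least 10% of the positive control shift, at one fixed dose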
EBI2 block: antagonists of human EBI2 receptor. P32249. EBI2 beta-arrestin recruitment, luminescence, 7a,25-OHC stimulated. inhibition, % at 5 µM. hit rate 0.81% among 360,000. AID 651636; in the data active = inhibition above about 38%;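 note: enzyme fragment complementation signal reports receptor beta-arrestin coupling in cells; 0% = agonist plus DMSO wells and 100% = wells without agonist; some results beyond the cut were filed as inactive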
Target sequence (P32249 whole entry, looked up, the tested form may be a part): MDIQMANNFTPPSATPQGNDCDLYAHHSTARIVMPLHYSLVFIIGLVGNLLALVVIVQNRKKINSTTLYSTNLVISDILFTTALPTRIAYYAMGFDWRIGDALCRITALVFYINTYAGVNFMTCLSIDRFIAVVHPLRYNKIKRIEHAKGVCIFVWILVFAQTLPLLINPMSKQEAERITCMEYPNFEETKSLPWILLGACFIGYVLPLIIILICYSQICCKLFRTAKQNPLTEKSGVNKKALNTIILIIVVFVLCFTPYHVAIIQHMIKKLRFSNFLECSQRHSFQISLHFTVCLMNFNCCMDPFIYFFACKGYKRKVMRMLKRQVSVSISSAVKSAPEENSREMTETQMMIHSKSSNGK
CCR6 antagonist: antagonists of human CCR6 receptor | CHO-K1 CCR6 PathHunter beta-arrestin, luminescence, CCL20-stimulated | P51684 | hit rate 0.49% among 340,000 | AID 493098 | inhibition, % at 20 µM;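 active = compounds whose inhibition of the agonist-driven luminescence signal at 20 µM reaches about 50%, limit read from the data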;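 note: cells stimulated with CCL20 at 14 nM final; plate controls were DMSO with CCL20 for no effect and DMSO without agonist for full effect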
Target sequence (P51684 whole entry, looked up): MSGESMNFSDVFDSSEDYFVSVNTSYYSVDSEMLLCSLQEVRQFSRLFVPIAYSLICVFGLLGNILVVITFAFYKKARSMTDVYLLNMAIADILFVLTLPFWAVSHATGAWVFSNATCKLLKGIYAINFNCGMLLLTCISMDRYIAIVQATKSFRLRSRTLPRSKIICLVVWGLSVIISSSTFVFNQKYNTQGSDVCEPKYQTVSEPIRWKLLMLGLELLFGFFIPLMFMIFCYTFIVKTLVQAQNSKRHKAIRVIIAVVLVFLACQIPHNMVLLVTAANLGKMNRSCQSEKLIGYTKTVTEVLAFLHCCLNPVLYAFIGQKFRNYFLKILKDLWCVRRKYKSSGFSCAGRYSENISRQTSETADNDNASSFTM
* hit, by the source's call; x = not tested or not shown.

SMILES	MPTP block	APOBEC3G inh	APOBEC3A inh	CXCR6 inh	Gli-Sufu block	NR3A LBD binder	EBI2 block	CCR6 antagonist
Cc1onc(-c2ccccc2Cl)c1C(=O)NC(=S)Nc1ccc(C(C)(C)C)cc1	1.8	-5	-7	21	46	1	7	27
C[C@@H](O)[C@@H]1NC(=O)c2cc([N+](=O)[O-])cc(I)c2NCC[C@@H](C(N)=O)NC(=O)CNC1=O	x	1	3	x	1	0	x	3
Cc1cc(C)c(C(=O)N(C)C2CCCN(Cc3ccccc3F)C2)o1 (centres undefined)	-1.3	-7	0	5	16	0	0	8
CCOc1ccc(S(=O)(=O)c2cn(C)c3cc(OC)c(OC)cc3c2=O)cc1	0.9	-4	-2	4	-12	0	0	-10
CC1(C)CC2(CC(C)(C)N1)OC(=O)N1CCc3ccccc3C12C (centres undefined)	-0.2	-4	-1	5	-5	-1	-7	7
Cc1ccc(S(=O)(=O)N2CC(=O)NC(=O)C2)cc1	0.0	-8	-3	7	-19	0	-1	-8
COc1ccccc1C(=O)N(CN1CCCC1=O)c1cccc(Cl)c1	0.6	1	3	2	4	1	-13	10
Cc1nc(N2CCCCC2)c(C#N)c(C)c1[N+](=O)[O-]	-2.1	-14	-1	4	8	1	6	9
Cc1cc(NC(=O)CSc2cc(C)c3ccccc3n2)no1	0.4	0	-1	2	11	0	-5	22
Cc1cc(=O)n2[nH]c(C)c(-c3ccc(Cl)cc3)c2n1	2.5	-2	1	-3	-12	-1	-9	-10
COC(=O)/C=C1/C(=O)N/C(=N\c2nc(C)cc(C)n2)N1c1ccc(OC)cc1	0.7	5	-1	6	-3	-2	-18	-1
Cc1ccc(C(=O)Nc2cccc(S(=O)(=O)N(C)c3ccccc3)c2)o1	0.6	-7	-5	2	-5	3	-1	12
COc1ccc2[nH]c(C)c(CCNC(=S)Nc3ccccc3OC)c2c1	1.9	-6	0	1	6	-9	0	15
CCCCC(CC)CNC(=O)c1[nH]c(C)c(C(C)=O)c1C (centres undefined)	-0.8	-1	-2	-3	-6	0	-1	12
Cc1ccc(S(=O)(=O)n2nc(OC(=O)c3c(-c4ccccc4Cl)noc3C)cc2N)cc1	-1.6	-5	0	-6	3	1	2	10
CCCNC(=O)C(Cc1ccccc1)NC(=O)c1ccc(-c2ccccc2)cc1 (centres undefined)	2.5	10	5	-1	-5	-1	-11	12
COc1ccc(NC(=O)c2c[nH]c(=O)n(-c3ccc(C)c(C)c3)c2=O)cc1OC	-2.1	-5	1	-7	-1	3	0	17
Cc1ccc(NC(=O)CN2CCN(C(=O)c3ccco3)CC2)cc1S(=O)(=O)N(C)C	-2.2	x	x	-1	-10	2	-27	3
O=C(CCCN1C(=O)/C(=C/c2ccc3c(c2)OCO3)SC1=S)Nc1cccc(C(=O)O)c1	-1.1	-5	-4	15	24	-26	-2	16
CC(=O)N1CCCc2cc(S(=O)(=O)N3CCCC(C(=O)N4CCN(c5ccccc5)CC4)C3)ccc21 (centres undefined)	-0.2	-5	-5	-7	46	-2	3	-1
Cc1ccc(NC(=O)CSc2nnc(C)n2-c2ccccc2)cc1	1.1	0	4	9	3	-2	-2	5
Cc1nn(-c2ccccc2)c(N)c1C(c1ccccc1)c1c(C)nn(-c2ccccc2)c1N	-0.6	-6	-1	0	4	-1	1	27
COc1ccc(CCNc2cc(C)nc3c(-c4ccc(Cl)cc4)c(C)nn23)cc1OC	2.1	-6	-2	2	-2	-7	24	7
CCOC(=O)c1c(C)c(C(=O)NCCN2CCOCC2)c(C)n1CC	0.3	-2	-1	4	3	-1	-4	6
O=C(Cn1nnc(-c2ccccc2)n1)N1CCN(c2ccc(F)cc2)CC1	1.2	-5	-7	7	-13	0	-5	-13
Cc1cccc2c1cnn2C(=O)Nc1ccccc1Cl	-0.2	-3	-3	-5	-76	0	9	-7
Cc1nn(Cc2noc(C(=O)NCc3ccccn3)n2)c(C)c1Br	-0.1	-7	-4	-2	-18	0	2	19
C[C@H](CO)N1C[C@H](C)[C@@H](CN(C)C(=O)Nc2ccccc2)Oc2ccc(NC(=O)Nc3ccc4c(c3)OCO4)cc2C1=O	-0.1	3	2	-2	-22	-9	2	15
COc1ccccc1Nc1nc(Cl)nc(NC(C)(C)C)n1	7.8	-4	4	2	-2	2	11	12
Cc1ccccc1S(=O)(=O)Cc1ccc(C(=O)NCCCOC(C)C)o1	-0.7	-4	-2	4	8	1	5	6

4 of these compounds in another layout.
smiles | MPTP block | APOBEC3G inh | APOBEC3A inh | CXCR6 inh | Gli-Sufu block | NR3A LBD binder | EBI2 block | CCR6 antagonist
Cc1cc(NC(=O)CSc2cc(C)c3ccccc3n2)no1 | 0.4 | 0 | -1 | 2 | 11 | 0 | -5 | 22
Cc1cc(=O)n2[nH]c(C)c(-c3ccc(Cl)cc3)c2n1 | 2.5 | -2 | 1 | -3 | -12 | -1 | -9 | -10
COC(=O)/C=C1/C(=O)N/C(=N\c2nc(C)cc(C)n2)N1c1ccc(OC)cc1 | 0.7 | 5 | -1 | 6 | -3 | -2 | -18 | -1
Cc1ccc(C(=O)Nc2cccc(S(=O)(=O)N(C)c3ccccc3)c2)o1 | 0.6 | -7 | -5 | 2 | -5 | 3 | -1 | 12

Next entries
SMILES	MPTP block	APOBEC3G inh	APOBEC3A inh	CXCR6 inh	Gli-Sufu block	NR3A LBD binder	EBI2 block	CCR6 antagonist
COc1ccc(Nc2cc(=O)n(C3CCCCC3)c(=O)[nH]2)c(OC)c1	-5.2	1	5	13	4	0	14	7
CCOC(=O)c1c(C)n(-c2ccc(C)cc2)c2c(C(C(C)=O)C(=O)O)c(Br)c(O)c(O)c12 (centres undefined)	-3.6	0	-2	5	7	20*	2	20
O=C(OCCc1cc2ccccc2c(=O)o1)c1ccc2c(c1)OCO2	0.7	-5	-4	3	-45	3	10	8
O=C(O)CSc1nnc(-c2ccc(Cl)cc2)n1-c1ccccc1	1.5	-2	-3	3	x	x	-10	x
Cc1ccccc1OCC(=O)N1CCC2(CC1)CC(=O)c1ccccc1O2	-0.1	-7	-2	9	-1	2	30	4
O=C(N[C@H]1CCC(=O)N(CCSc2ccc(Br)cc2)CC1)OCc1ccccc1	1.1	-8	-4	-5	6	1	36	9
OCC[C@@H]1C[C@@H](O)[C@H](O)[C@@]2(CCc3ccccc3O2)O1	-2.5	-9	-3	-7	-6	0	-8	-7
COc1c(OC(C)=O)ccc(/C=C/c2ccc3ccccc3n2)c1[N+](=O)[O-]	28	-1	2	14	-49	2	24	27
Cc1nc(SCC(=O)NCc2ccco2)[nH]c(=O)c1C	-1.0	-4	5	4	-22	0	-6	-7
COc1ccc2[nH]c(C(=O)NCCc3ccccc3)cc2c1	2.0	-7	-3	-7	-7	-25	-7	10
COc1ccc(NC(=O)CSCC(=O)Nc2cc(Cl)ccc2N2CCCC2)cc1	1.0	-5	-3	5	22	-3	6	18
CCS(=O)(=O)N1CCCC(C(=O)NC2CCCCC2C)C1 (centres undefined)	-5.6	-4	-1	2	5	3	-4	1
COc1ccc(CN(CC2CCC(C(=O)O)CC2)C(=S)Nc2cccc(C)c2)cc1 (centres undefined)	-1.2	-1	-2	0	0	-2	-2	-12
CC(=O)c1cccc(NC(=O)NCCS(C)=O)c1 (centres undefined)	-0.7	1	9	2	0	0	-5	0
CC(C)(C)NC(=O)NC(=O)CN1C(=O)NC(C)(c2ccccc2)C1=O (centres undefined)	0.5	-5	-1	-2	1	-2	4	10
CC1=CC(c2ccccc2)n2nc(N)nc2N1 (centres undefined)	-2.0	-9	-6	-5	-4	1	0	1
O=C(c1cc(-c2ccc(Br)cc2)nc2ccccc12)N1CCC1	0.9	-8	-1	4	1	-3	-3	15
CN(CC(=O)Nc1ccc(F)cc1)C(=O)COc1ncnc2ccccc12	-0.5	3	5	-1	-3	-1	-13	-5
O=C(c1ccc(S(=O)(=O)Nc2ccccc2)cc1)N1CCCC(C(F)(F)F)C1 (centres undefined)	0.5	3	1	-5	7	1	-2	1
O=C(COC(=O)C12CC3CC(CC(O)(C3)C1)C2)Nc1ccc(Cl)cc1F	-0.6	-6	-1	1	-5	0	2	-8
Cc1ccc(C)c(N(CC(=O)Nc2ccc(-c3nc4ccc(C)cc4s3)cc2)S(C)(=O)=O)c1	3.3	-5	-2	1	-27	23*	-2	-3
O=C(Cc1ccc2ccccc2c1)Nc1ccccc1Br	0.1	-9	-4	-6	13	0	-4	-19
O=C(NCCCc1ccccc1)c1cccc(NC(=O)C2CCC2)c1	-0.3	x	x	-2	-10	-1	-1	-10
Cc1csc(NC(=O)c2ccc(OCC3CCCO3)cc2)n1 (centres undefined)	8.9	-5	6	-2	-68	1	-7	3
COC(=O)c1ccc(CO/N=C(\NC(C)=O)c2nonc2NC(C)=O)cc1	27	-5	-2	4	2	-1	-3	4
O=C(Nc1cc(S(=O)(=O)N2CCCCC2)ccc1N1CCCCC1)c1ccncc1	0.7	-3	-3	4	6	-2	11	12
CC(=O)Nc1ccccc1-c1nc2ccc(C(=O)N3CCN(c4cc(C)ccc4C)CC3)cc2[nH]c1=O	-1.1	-9	-2	0	8	0	-8	8
CCCCN(C)CCN1C(=O)C2C(C(=O)Nc3ccc(Cl)cc3)C3C=CC2(O3)C1C(=O)NC1CCCCC1 (centres undefined)	0.3	-8	-2	10	7	-2	-4	11
CCOc1ccc(C2C(C#N)=C(N)Oc3cc(C)n(CCN(C)C)c(=O)c32)cc1OCC (centres undefined)	0.1	-5	-3	0	3	0	7	1
COc1ccc(-c2nnn(CC(=O)N(Cc3cccs3)C(C)C(=O)NC3CCCC3)n2)cc1OC (centres undefined)	2.9	-6	-5	-14	5	0	19	14
C/C(CC(=O)Nc1ccc2c(c1)OCCO2)=N\NC(=O)c1ccc([N+](=O)[O-])cc1Cl	-0.6	-8	-3	-6	-11	-1	-8	-2
COc1ccc(C(=O)CCC(=O)Nc2ccc(Cl)cc2)cc1	-0.1	-8	-2	-6	1	3	-5	-1
Cc1ccc(NC(=O)CN(C)C(=O)/C=C/c2cccc(F)c2)cc1	8.4	-4	-2	-5	1	1	15	13
O=C(c1cnc2n(c1=O)CCS2)N(C1CCCCC1)C1CCCCC1	1.1	-2	1	10	-8	-1	-9	10
CCCN(CCC)S(=O)(=O)c1cccc(C(=O)N=c2sccn2C)c1	0.1	-1	6	1	14	1	-40	4
COc1ccc(OC)c(NC(=O)C(C)Oc2ccc(Br)cc2)c1 (centres undefined)	0.5	-2	0	4	4	3	19	-1
CCCn1c(C)cc(/C=C(\C#N)C(=O)OCC(=O)NC(=O)NCC)c1C	-3.6	-3	-2	3	4	-1	-1	10
NC(=O)C1CCN(C(=O)c2cn(-c3ccccc3)nc2-c2cccnc2)CC1	-1.1	-15	-4	-5	-30	-1	-8	6
Cc1cc(NS(=O)(=O)c2ccc(NC(=O)c3cc(-c4ccccc4Cl)nc4ccccc34)cc2)no1	-28	-1	1	-15	4	-2	-7	24
COc1ccccc1C1=Nn2c(nnc2C2CCCCC2)SC1	-0.7	-2	0	0	-3	-4	-1	8
COc1ccc(N2CCN(C(=O)C3Cc4ccccc4CN3C(=O)c3ccco3)CC2)cc1 (centres undefined)	-0.7	-4	-3	4	12	1	-13	3
CCOC(=O)C1C(=O)CC(C)(O)C(C(=O)OCC)C1c1cc(Br)ccc1OC (centres undefined)	0.7	-5	1	-4	0	-1	-6	2
Cc1ccc(Cn2c(=N)n(CC(O)COc3ccccc3)c3ccccc32)cc1 (centres undefined)	2.9	-3	-4	-17	16	-1	4	1
COC(=O)c1ccc(NC(=S)N2CCN(Cc3ccccc3OC)CC2)cc1	-2.5	-11	-5	-13	6	-2	4	8
CCCNC(=O)CS(=O)(=O)Cc1nc(-c2cccc(OC)c2)oc1C	-1.9	-4	-2	1	3	2	0	2
CC(C)(C)c1ccc(Cn2nc(CC(=O)O)c3ccccc3c2=O)cc1	-56	-6	-1	1	-2	-1	-3	3
COc1ccc(F)cc1S(=O)(=O)NCCN1CCOCC1	0.4	-4	2	1	-11	-3	-6	-6
Cc1ccc(C)c(N2CCN(C(=O)CCCn3c(=O)c4cccn4c4cccnc43)CC2)c1	-0.7	-1	-3	9	14	-1	4	6

Screening results as filed in PubChem.
